Screening data (PubChem BioAssay)
12-LOX inh: blocks human arachidonate 12S-lipoxygenase. P18054. purified 12hLO, xylenol orange hydroperoxide absorbance. Potency, µM (titrated, usually from 108 µM), for inactives: at the highest dose activity change, negative = inhibition, usual class: inhibitors. 580,000 tested, 1.1% active
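Purified human 12hLO (150 nM final) in 25 mM Hepes, 0.01% Triton X-100, pH 7.0 was preincubated 15 min at room temperature with compound. Then 40 uM arachidonic acid was added, 30 min. Hydroperoxide was read by Fe-XO absorbance ratio 573/405 nm.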
RGS4 inh: human RGS4 inhibition; P49798; Potency, µM (highest dose often 114 µM), for the others: at the top dose activity change, negative = inhibition, hits mostly inhibitors; 390,000 tested, 0.039% active; Transcreener GDP fluorescence polarization, RGS4-accelerated GTP hydrolysis; AID 504845; further: nearly all actives have a fitted effect of over 75% in size; some results filed as inactive show a strong effect at the top dose
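MLSMR compounds (23 nl, pin-transferred) preincubated 10 min at room temperature with a 500nM (2x) first reagent, then RGS4 at 900nM (2x) plus Transcreener GDP mix added; fluorescence polarization (620/688 nm) read before and after 90 min at 30 °C.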
Starred values were filed as active, the others as inactive; ? = inconclusive. The call rests on the fitted dose curve; in most records, active means well fitted curve in the direction sought with a large enough effect; inconclusive means small, poorly fitted or top-dose-only effect, or another doubt; inactive means no such curve, though single readings can be large; an effect the other way counts as inactive or inconclusive. On the % scale 0 is the no-effect control and ±100 the full control effect; potency means the concentration at half of the fitted maximal effect. Some of the compounds tested. The share of hits here may be higher or lower than overall.

SMILES	12-LOX inh	RGS4 inh
C[C@H](CCC(=O)O)[C@H]1CC[C@H]2[C@H]3C(CC[C@]12C)[C@@]1(C)CC[C@@H](O)C[C@H]1C[C@H]3O (stereo partly specified)	3%	?
